# Screening data as filed in PubChem BioAssay.
# H69AR growth 86K = growth inhibitors of human H69AR lung tumor cells | 6% of 85,000 active | viability, % at 10 µM | H69AR lung tumor viability, ATP luminescence, 72 h; active compounds read low;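 active means viability at or below 40%; inactive means viability above 40%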;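 further: multidrug resistant small cell line overexpressing MRP-1 efflux transporter; 100% = mean luminescence of untreated control wells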
# HUVEC prolif 384 = human endothelial cell proliferation inhibition. 1.1% of 86,000 active. AID 648. HUVEC proliferation, CellTiter-Glo luminescence, 72 h; active compounds read low. viability, % at 10 µM (by protocol);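 active means viability at or below 30%; inactive means viability above 30%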;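 further: 100% = median luminescence of DMSO-only cell control wells on each plate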
# PostGolgi ctrl = growth of the yeast control strain, post-Golgi counter-screen; efflux-deficient yeast background strain, growth absorbance A615, 16 h; AID 738; inhibition, % at 10 µM; 5% of 98,000 active; in the data active means inhibition above about 30%
# S1P2 blocker = blocks the human S1P2 receptor. O95136. cell-based S1P2 antagonist assay, inhibition at 5 uM. inhibition, % at 5 µM. 0.21% of 97,000 active. AID 736; in the data active means inhibition above about 45%;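 further: CRE beta-lactamase reporter cells expressing human S1P2 stimulated with S1P; 0% = agonist at EC80 alone and 100% = agonist plus reference antagonist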
# Target sequence (O95136 whole entry, looked up): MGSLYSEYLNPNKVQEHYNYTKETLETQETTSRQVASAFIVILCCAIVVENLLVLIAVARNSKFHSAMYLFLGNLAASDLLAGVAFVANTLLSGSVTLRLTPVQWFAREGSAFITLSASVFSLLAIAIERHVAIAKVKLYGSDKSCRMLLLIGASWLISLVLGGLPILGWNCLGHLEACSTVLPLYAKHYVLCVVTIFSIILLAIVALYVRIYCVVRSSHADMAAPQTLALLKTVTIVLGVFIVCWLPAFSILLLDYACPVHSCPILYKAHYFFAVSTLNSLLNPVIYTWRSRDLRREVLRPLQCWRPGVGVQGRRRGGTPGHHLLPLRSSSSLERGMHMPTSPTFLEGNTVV
# PTPN22 act = activators of human LYP (PTPN22) phosphatase; Q9Y2R2; recombinant LYP, DiFMUP fluorescence; 0 = plate median, 100 = signal doubled; activation, % at 2 µM; 0.11% of 96,000 active;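 active means activation at 2 µM above a set limit, the mean plus 5 SD, cut at about 37% in these data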
# Lung fibro prol = blocks proliferation of human lung fibroblasts; LL 47 human lung fibroblast viability, ATP luminescence; active compounds read low; viability, % at 10 µM; 1.1% of 85,000 active;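 active means viability at or below 50% in the single dose screen; inactive means viability above 50%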;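 further: compound exposure lasted 72 h before the ATP readout; 100% = median luminescence of untreated cell-only wells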
#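 Benchmarks: Cell-only wells, no compound | Test system: LL 47 human lung fibroblasts, passage 12 or lower | Input: 1,150 cells/well | Measured by: CellTiter-Glo luminescence measuring cellular ATP | Medium: IMEM, 15% FBS supplement | Schedule: Overnight attachment after seeding, then 72 h compound exposure at 37 °C | Doses: Compound addition at 0.1% DMSO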
# sEH inhibitor = soluble epoxide hydrolase (human) inhibition | P34913 | 0.34% of 91,000 active | inhibition, % at 2 µM | AID 707 | recombinant human sEH enzymatic activity assay; in the data active means inhibition above about 80%; further: values of inactives mirror those of a sister screen read the other way; many of its hits are not listed in these tables
# Target sequence (P34913 whole entry, looked up): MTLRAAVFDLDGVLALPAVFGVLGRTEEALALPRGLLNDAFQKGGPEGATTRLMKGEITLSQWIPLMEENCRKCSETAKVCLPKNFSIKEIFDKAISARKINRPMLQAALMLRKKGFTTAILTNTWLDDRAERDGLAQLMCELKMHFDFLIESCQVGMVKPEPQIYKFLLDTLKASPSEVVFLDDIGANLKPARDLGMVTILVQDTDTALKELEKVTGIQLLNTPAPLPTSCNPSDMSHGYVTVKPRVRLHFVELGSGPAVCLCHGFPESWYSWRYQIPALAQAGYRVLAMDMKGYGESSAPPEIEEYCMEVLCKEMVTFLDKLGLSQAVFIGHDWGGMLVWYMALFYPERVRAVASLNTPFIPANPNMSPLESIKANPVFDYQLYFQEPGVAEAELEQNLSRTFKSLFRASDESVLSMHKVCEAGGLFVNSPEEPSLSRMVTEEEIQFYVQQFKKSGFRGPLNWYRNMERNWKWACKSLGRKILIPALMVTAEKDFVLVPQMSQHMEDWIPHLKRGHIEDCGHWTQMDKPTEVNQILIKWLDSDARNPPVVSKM
# S1P2 ag = S1P2 (human) receptor agonism; 0.46% of 97,000 active; S1P2-expressing cell line, agonist reporter read-out; activation, % at 4.5 µM; O95136; in the data active means activation above about 16%;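 further: 0% = vehicle low control and 100% = maximal reference agonist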
# sEH act = increases human soluble epoxide hydrolase activity. P34913. purified human sEH enzymatic activity, activator screen. 0.04% of 91,000 active. AID 717. activation, % at 2 µM; in the data active means activation above about 37%; further: values of inactives mirror those of a sister screen read the other way
# Active calls of the source: *; · = no result given. Some of the compounds tested; count on the stated rates, not on these rows.
SMILES,H69AR growth 86K,HUVEC prolif 384,PostGolgi ctrl,S1P2 blocker,PTPN22 act,Lung fibro prol,sEH inhibitor,S1P2 ag,sEH act
COCCNC(=O)CSc1nnc2c(Cl)cc(Cl)cn12,96,103,4,-6,13,96,-13,-1,14
CC1(C)C(=O)OC(C(=O)c2ccccc2)C(C)(C)C1=O (configuration not stated),99,100,7,-11,3,107,-5,-1,7
CC(C)C(=O)NCCn1ccc2ccccc21,112,105,1,-8,-1,108,-11,-2,13
C=CCn1c(N)c(C(=O)OCCC)c2nc3ccccc3nc21,64,82,14,3,2,99,-21,3,20
Nc1nsnc1C(=O)NCCO,70,96,14,18,1,97,0,-3,0
O=C(O)C1C2C=CC(C2)C1C(=O)Nc1cccc(F)c1 (configuration not stated),111,101,7,10,-4,89,-6,-2,8
COc1ccc(C(=O)Cn2c(Br)nc3c2c(=O)n(C)c(=O)n3C)cc1OC,69,109,8,-2,30,101,·,2,·
O=C(NCc1ccccc1)C(c1ccc(O)cc1)N(C(=O)Cn1nnc(-c2cccs2)n1)c1ccc2c(c1)OCCO2 (configuration not stated),100,89,·,-18,1,97,-3,-4,8
CCOC(=O)/C=C(\C)Sc1cc(=O)oc2ccccc12,13*,49,33*,-10,11,86,-9,-3,7
COc1cc2c(C(=O)N3CCN(C4CCCCC4)CC3)cn(CC(C)C)c(=O)c2cc1OC,71,89,15,-3,21,95,·,-6,·
Cc1cc(C)nc(SCCC(=O)N(C)C)n1,99,101,3,22,-5,102,-11,-8,12
O=C(CNC(=O)c1ccco1)NCC(=O)OC(C(=O)c1ccccc1)c1ccc(Cl)cc1 (configuration not stated),93,97,·,-1,8,94,-1,-3,2
CCNC(=S)NCCN1CCCCC1,103,95,0,13,-3,101,10,-3,-12
O=C(Nc1ccn(-c2ccccc2)n1)c1ccc(S(=O)(=O)N2CCCCCC2)cc1,79,92,31*,22,-4,105,28,-6,-25
Nc1ccccc1-c1nc2ccccc2[nH]1,89,98,19,6,0,103,-17,-3,16
Cc1ccc(Cl)cc1N1CCN(C(=O)C2CCN(S(=O)(=O)c3c(C)nn(C)c3C)CC2)CC1,25*,63,41*,-5,-10,90,8,-5,-6
COCC(=O)Nc1cc([N+](=O)[O-])ccc1C,·,·,4,3,9,·,13,-3,-10
COc1ccc(S(=O)(=O)N2CCN(C(=O)NCc3ccccc3)CC2)cc1,105,92,9,14,-11,102,1,-5,1
COc1ccc(NC(=O)OC(C)C)cc1,99,99,6,10,-1,100,-10,-2,12
Cc1cc(N/C=C/C(=O)c2cccc3ccccc23)no1,46,84,23,4,-7,110,3,-9,-2
CCOc1ccc(C(=O)N2CCSC2=S)cc1,98,76,·,7,11,96,2,-9,-2
CCOc1ccc(CNc2ccc3c(c2)ncn3C)cc1,88,102,2,-2,6,110,-2,-1,-3
Cn1cc([N+](=O)[O-])c(C(=O)Nc2ccc3c(c2)OCCO3)n1,·,·,10,1,-1,·,8,-6,-8
C=CCNC(=O)c1sc(SC)cc1-c1ccc(Cl)cc1,·,·,11,2,3,·,-14,-3,15
C=C(C)C(=O)OC1(C(F)(F)F)Oc2cc(C)ccc2NC1=O (configuration not stated),1.5*,15*,29,30,11,17*,-41,-4,41*
O=C(Cc1c[nH]c2ccccc12)N1CCc2ccccc21,65,84,3,-9,-2,101,-2,-7,4
Cc1cccc(OCCC(=O)Nc2ccc(S(=O)(=O)N3CCCC3)cc2)c1,·,·,23,27,10,·,50,-6,-50
OCCNc1nc2ccc(Cl)cc2[nH]1,96,98,-9,-12,14,99,3,-1,1
CN1C2C=C3C(C#N)=C(N)C(C#N)(C#N)[C@@H](c4ccsc4)[C@@H]3C1CC2 (some centres not stated),94,79,7,12,-4,91,-3,-2,2
COc1ccccc1N1CCN(CC(O)COc2ccc3c(C)cc(=O)oc3c2)CC1 (configuration not stated),·,·,9,0,5,·,25,-3,-25
Cc1ccc2c(C)[nH]c(=O)cc2c1,72,79,4,6,4,94,0,-10,3
O=C(CC(=O)N/N=C/c1ccc(Cl)cc1Cl)NCc1ccccc1,·,·,-3,-11,1,·,49,-3,-50
COc1ccc2cc(C)c(SCC(=O)Nc3cc(C)on3)nc2c1,83,82,-1,-1,-2,90,-7,-3,8
C(=C\c1cc(/C=C/c2ccccc2)ncn1)/c1ccccc1,80,99,25,10,4,100,0,-8,2
Cc1ccc(C)n1NC(=O)c1ccco1,100,117,2,10,0,104,11,-1,-7
CCc1ccc(NC2=NC(C(=O)c3ccccc3)CC(=O)N2)cc1 (configuration not stated),89,99,4,-1,5,101,12,-2,-7
O=C(CSc1nc2ccccc2o1)NCc1n[nH]c(=O)c2ccccc12,61,97,-1,11,14,89,-9,-4,10
CNC(=O)Nc1ccc2snnc2c1,95,108,16,15,0,104,-1,-1,-1
Cc1cccc(N2CCN(C(=O)C(Cc3ccccc3)n3cccc3)CC2)c1C (configuration not stated),23*,94,14,39,-4,93,2,-2,0
CNC(=O)C1CC(=O)N/C(=N/N=C(\C)c2cccs2)S1 (configuration not stated),90,108,9,8,-1,106,-10,-3,14

# Record cards, from the list above.
# CNC(=O)Nc1ccc2snnc2c1 as listed: H69AR growth 86K = 95; HUVEC prolif 384 = 108; PostGolgi ctrl = 16; S1P2 blocker = 15; PTPN22 act = 0; Lung fibro prol = 104; sEH inhibitor = -1; S1P2 ag = -1; sEH act = -1
# COc1ccc2cc(C)c(SCC(=O)Nc3cc(C)on3)nc2c1 as listed: H69AR growth 86K = 83; HUVEC prolif 384 = 82; PostGolgi ctrl = -1; S1P2 blocker = -1; PTPN22 act = -2; Lung fibro prol = 90; sEH inhibitor = -7; S1P2 ag = -3; sEH act = 8

# Next part:
SMILES,H69AR growth 86K,HUVEC prolif 384,PostGolgi ctrl,S1P2 blocker,PTPN22 act,Lung fibro prol,sEH inhibitor,S1P2 ag,sEH act
CCOC(=O)c1ccc(NC(=O)CC2C(=O)N(c3ccccc3)C(=O)N2CCCOC)cc1 (configuration not stated),95,109,5,-7,-6,103,-15,-3,17
O=C(O)CC(c1ccccc1)n1cccc1 (configuration not stated),103,93,7,8,-3,112,-2,1,1
CN(C(=O)c1coc(=O)c2ccccc12)c1ccc(F)cc1,99,96,10,6,-2,100,·,-7,·
COC(=O)c1cn(NC(=O)c2ccc3c(c2)OCO3)c(=O)c2ccccc12,85,101,22,·,·,98,·,·,·
Nc1cc(C(=O)N2CCCC2)cc(C(=O)N2CCCC2)c1,97,95,-11,-22,1,93,-8,1,8
COc1ccc(NC(=O)C2CCC(=O)N2S(=O)(=O)c2ccc(C)cc2)c(OC)c1 (configuration not stated),100,103,3,14,3,100,-2,-3,0
O=C(CSc1nnc2n1CCCN2C(=S)Nc1ccc(Cl)cc1)c1ccccc1,26*,44,·,4,8,67,4,-5,-4
O=C(C1CCC1)N1CCN(Cc2ccccc2)CC1,100,111,5,24,5,104,2,-3,-4
Cc1cc(C)c(Cn2c(=O)n(CCCC(=O)NCc3ccco3)c(=O)c3ccccc32)c(C)c1,106,94,·,-9,2,100,5,-5,-2
Cc1sc(NC(=O)C2CCCCC2C(=O)O)c(C(N)=O)c1-c1ccccc1 (configuration not stated),·,·,-1,-15,12,·,1,-3,-1
Cc1c(C(=O)NC2=NCCS2)oc2ccccc12,59,84,8,8,6,100,-11,-4,10
Cc1ccc(Cn2c(Sc3nccc(C)n3)nc3c2c(=O)[nH]c(=O)n3C)cc1,83,89,2,-15,5,91,·,-6,·
Cc1cc(C)cc(NC(=O)C2CCCN2C(=O)Oc2ccccc2)c1 (configuration not stated),·,·,15,4,2,·,-8,-2,10
CCC1C(O)=C(c2ccccn2)C(=N)N1c1ccccc1 (configuration not stated),70,85,1,·,·,89,·,·,·
Cc1cc(C)c(S(=O)(=O)Nc2nnc(C)s2)c(C)c1,94,86,4,13,-6,103,8,-8,-8
CC(C)(C)NC(=O)Cn1cnc([N+](=O)[O-])n1,·,·,1,13,5,·,2,-3,2
CCn1nc(C(=O)OCC(=O)N2CCc3ccccc32)c2ccccc2c1=O,92,110,9,0,-5,·,-2,-2,0
CC(C)C(NC(=O)c1cccc(S(=O)(=O)N2CCOCC2)c1)C(=O)NCCc1ccccn1 (configuration not stated),101,102,1,-3,-3,102,8,-5,-7
Cc1cc(Cl)ccc1OCC(=O)Nn1c(C)ccc1C,82,96,0,3,-7,101,11,-6,-13
Cc1cccc(-n2c(C)cc(/C=N/n3cnnc3)c2C)c1,82,93,6,4,-10,104,3,-7,-3

# Entries listed so far marked active in sEH act:
SMILES	S1P2 blocker	PTPN22 act	sEH inhibitor	S1P2 ag	sEH act
C=C(C)C(=O)OC1(C(F)(F)F)Oc2cc(C)ccc2NC1=O (configuration not stated)	30	11	-41	-4	41*

# Going on with the list:
SMILES,H69AR growth 86K,HUVEC prolif 384,PostGolgi ctrl,S1P2 blocker,PTPN22 act,Lung fibro prol,sEH inhibitor,S1P2 ag,sEH act
CCC(C)NC(=O)c1c(C)cc(=O)oc1C (configuration not stated),94,102,-5,13,-11,103,10,-3,-10
O=C(CSc1ncccc1-c1nc2ccccc2[nH]1)N1CCN(c2ccccc2F)CC1,64,95,16,-6,-3,83,-2,-4,1
Cc1[nH]n(-c2ccccc2)c(=O)c1/C=N/Nc1nncc(-c2ccccc2)n1,·,·,5,10,-9,·,-5,-5,3
CN(C)S(=O)(=O)c1ccc(C(=O)N2CCC(c3nc4ccccc4o3)CC2)cc1,63,95,11,20,3,99,6,-6,-8
CC1=CN2C(=NC(=O)CC2(C)C(=O)N(CC(=O)NC2CCCC2)c2ccccc2C)C=C1 (configuration not stated),110,97,·,-19,6,100,-2,1,2
COc1ccc(CC(=O)Nc2cccc(-c3nnc(-c4cccc(C)c4)o3)c2)cc1OC,41,3.2*,13,·,·,35*,·,·,·
Cn1c(=O)c2c(nc(SCC(=O)N3c4ccccc4CCc4ccccc43)n2C)n(C)c1=O,·,·,8,10,-3,·,4,-3,-2
CC(NC(=O)c1ccccc1Br)c1ccc2c(c1)CCCC2 (configuration not stated),·,·,6,19,8,·,-2,-6,3
Cn1c(SCC(=O)c2ccc3c(c2)Cc2ccccc2-3)nnc1-c1ccccc1,·,·,-10,10,-2,·,-3,-5,2
COc1ccccc1OC(C)C(=O)O (configuration not stated),·,·,6,25,1,·,-10,-2,8
O=C(CCC1COc2ccccc2O1)NCc1ccccc1 (configuration not stated),107,109,-5,-36,2,108,12,-3,-11
CC(=O)N1CCN(c2ccc(S(=O)(=O)N3CCCCC3)cn2)CC1,88,117,2,-4,4,103,-1,-6,0
Cc1ccc(C(=O)n2nnc3ccccc32)cc1,92,97,·,-4,6,99,-9,-2,13
Cc1nn(C)c(C)c1NC(=O)CSc1nc(-c2ccccc2Cl)nc2c1cnn2-c1ccccc1,30*,90,-1,-19,0,95,-2,-8,5
CCC(=O)N1CCc2cc(S(=O)(=O)N3CCc4ccccc43)ccc21,68,105,12,-6,0,89,0,-4,2
Cc1c(C(=O)N2CCCCC2)sc(NC(=O)c2ccco2)c1C#N,88,97,·,3,3,99,1,-7,5
COc1cc(/C=C/C(=O)NNc2c(F)c(F)cc(F)c2F)ccc1OC(F)F,90,108,6,-14,-6,103,3,-1,-9
COc1cc(C2CC(C(F)(F)F)n3ncc(C(=O)O)c3N2)cc(OC)c1OC (configuration not stated),89,96,7,-3,10,104,·,-1,·
COc1ccccc1CNC(=O)C1CCN(S(=O)(=O)c2c(C)noc2C)CC1,98,104,15,9,-9,101,16,-3,-14
CCn1c(CNC(=O)c2ccco2)nnc1SCC(=O)Nc1cc(C)c(C)cc1Br,81,92,2,-26,9,99,2,-1,-1

# Fetched by structure from the entries so far (three):
SMILES,H69AR growth 86K,HUVEC prolif 384,PostGolgi ctrl,S1P2 blocker,PTPN22 act,Lung fibro prol,sEH inhibitor,S1P2 ag,sEH act
CC(NC(=O)c1ccccc1Br)c1ccc2c(c1)CCCC2 (configuration not stated),·,·,6,19,8,·,-2,-6,3
COc1ccccc1N1CCN(CC(O)COc2ccc3c(C)cc(=O)oc3c2)CC1 (configuration not stated),·,·,9,0,5,·,25,-3,-25
CCC(C)NC(=O)c1c(C)cc(=O)oc1C (configuration not stated),94,102,-5,13,-11,103,10,-3,-10
